# QS inhibitor = S. aureus quorum sensing inhibition; S. aureus RN6390 RNAIII-GFP reporter, AIP-induced, flow cytometry 3 h; inhibition, % at 2 µM; 24,000 compounds, 0.3% hits; AID 527;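 active = share of bacteria positive for the green fluorescent reporter and its mean brightness both inhibited by 50% or more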;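 also: 0% = AIP-stimulated control and 100% = unstimulated bacteria without AIP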
# QS inhibitor GFP MFI % = further read-out of QS inhibitor, marked with its call; inhibition, %; measured here: inhibition of GFP MFI
# An asterisk follows results filed as active. This is a subset; the hit share may differ from the screen's.
SMILES	QS inhibitor	QS inhibitor GFP MFI %
COc1ccc(C2C(C(=O)N3CCN(c4ccccn4)CC3)CC(=O)N2c2ccc(OC)cc2)cc1 (stereo not given)	31	35
CCOC(=O)N1CCN(C(=O)c2cccc(-n3c(=S)[nH]c4cc(Cl)ccc4c3=O)c2)CC1	-8	-14
CC(C)CCNC(=O)c1ccc2c(c1)N(Cc1ccccc1)C(=O)CS2=O (stereo not given)	-2	3
O=C(CCn1nc(-c2ccccc2)ccc1=O)N1CCN(c2ccccn2)CC1	-3	-5
CCn1cc(C(=O)NC2CCCCCC2)c2cc(OC)c(OC)cc2c1=O	-1	-3
CCOC(=O)c1ccccc1NC(=O)CSc1nnc(COc2ccccc2C)n1C	0	1
Cc1ccc(C)c(OCC(=O)Nc2ccc3c(c2)OCO3)c1	-3	0
COc1ccc(C)cc1NC(=O)COCC(=O)O	-2	-8
Cc1nn(C)c(C)c1S(=O)(=O)N1CCCC(C(=O)NCCc2ccc(Cl)cc2)C1 (stereo not given)	-4	-19
CSc1ccccc1NS(=O)(=O)c1ccccc1	-14	-28
CC1(C)CC(=O)C2=C(C1)OC(N)=C(C#N)C2c1cccc(OC(=O)c2ccco2)c1 (stereo not given)	0	9
COc1ccc(N2CCN(CCCNC(=O)CCCn3c(=O)[nH]c4ccsc4c3=O)CC2)cc1	0	-3
CCOC(=O)C1C(=O)OC(C)(C)C1C(C)C(=O)c1ccc(OC)cc1 (stereo not given)	0	1
CCOC(=O)N1CCN(C(=O)c2ccc3c(c2)N(CC)CCS3)CC1	-2	-11
CC1=C/C(=C\c2ccc3c(c2)OCO3)C(=O)S1	0	8
CCOC(=O)/C(C#N)=C1/C=CN(C)C=N1	-6	-7
CC1CCN(C(C(=O)NC2CCCCC2)c2cc3c(cc2[N+](=O)[O-])OCO3)CC1 (stereo not given)	0	1
CCOC(=O)c1sc(NC(=O)CCn2nnc3ccccc32)c(C(=O)OCC)c1C	28	36
Cc1cc(Oc2ccccc2)nc(-c2ccccc2)n1	-18	-72
Cc1cnc(SCCc2ccncc2)nc1C	-2	-5
O=C(CSc1nnc(Cn2c(=O)sc3ccccc32)n1CCc1ccccc1)N1CCCC1	0	-2
CCOC(=O)N1CCC(NC(=O)c2cc3c(=O)n(C)c4ccccc4c3n2C)CC1	-1	-2
COC(=O)c1ccc(CNC(=O)COc2ccccc2Br)o1	1	6
CCOC(=O)N1CCC(N2Cc3cccc(C(=O)N4CC(C)CC(C)C4)c3C2=O)CC1 (stereo not given)	-1	-2
CCN(CC)C(=O)c1cc(-c2ccc(Br)cc2)on1	-5	-12
COc1cccc(N2CCN(C3CC(=O)N(c4ccc(Cl)cc4)C3=O)CC2)c1 (stereo not given)	-3	-50
O=C1CCc2cc(S(=O)(=O)N3CCC(C(=O)NC4CCCc5ccccc54)CC3)ccc2N1 (stereo not given)	7	13
COc1ccccc1N1CCN(CCN2C(=O)CC(=C3c4ccccc4-c4ccccc43)C2=O)CC1	0	-9
O=C(c1noc2c1CCCC2)N1CCN(c2ccc(F)cc2)CC1	1	8
C=C(C)c1cccc(C(C)(C)NC(=O)N2CCN(c3ccccn3)CC2)c1	-1	-9

# Overlap with the part before: 4 compounds, then new ones.
SMILES	QS inhibitor	QS inhibitor GFP MFI %
O=C1CCc2cc(S(=O)(=O)N3CCC(C(=O)NC4CCCc5ccccc54)CC3)ccc2N1 (stereo not given)	7	13
COc1ccccc1N1CCN(CCN2C(=O)CC(=C3c4ccccc4-c4ccccc43)C2=O)CC1	0	-9
O=C(c1noc2c1CCCC2)N1CCN(c2ccc(F)cc2)CC1	1	8
C=C(C)c1cccc(C(C)(C)NC(=O)N2CCN(c3ccccn3)CC2)c1	-1	-9
CCS(=O)(=O)N1CCCC(C(=O)NCc2ccc(C)cc2)C1 (stereo not given)	1	2
O=C(CCn1cccc1)NCc1ccccc1	-2	-17
CN1CCN(CCCNC(=O)c2cn(C)c3ccc(S(=O)(=O)N(C)C)cc3c2=O)CC1	-3	-8
Cc1ccccc1NS(=O)(=O)c1ccc(NC(=O)c2ccco2)cc1	-1	-12
Cc1ccc(Oc2ccc(S(=O)(=O)N3CCOCC3)cc2C(N)=O)c(-n2nc3ccccc3n2)c1	4	17
CCN(CC)c1ccc2cc(-c3nc4ccccc4[nH]3)c(=O)oc2c1	-2	-8
COc1cccc(-c2cc(C(=O)Nc3cc(C)n(Cc4ccc(Cl)cc4)n3)no2)c1	7	18
CC(C(=O)O)c1ccc(-c2ccccc2)c(F)c1 (stereo not given)	-5	-7
CC(C)C(=O)N1CCN(c2nc(-c3ccccc3)c3c(c2C#N)CCCC3)CC1	57*	64*
COc1ccc(Cl)cc1Nc1cc(C)nc2nc(C)nn12	-8	-30
CCOC(=O)c1c(C)oc2c1c(C=NC1CCS(=O)(=O)C1)c(O)c1ccccc12 (stereo not given)	7	17
CCC1(C(=O)OC)NC(c2cccc(F)c2)C2C(=O)N(C)C(=O)C21 (stereo not given)	9	20
Cc1cccc(NC(=O)CCCCCN2C(=O)c3ccccc3C2=O)n1	5	14
Nc1nc(NC(=O)c2cccs2)nn1-c1ccccc1	1	12
COC(=O)c1ccc(NC(=O)C2C3C=CC(O3)C2C(=O)O)cc1 (stereo not given)	0	-22
O=C(CN1C(=O)C2C3C=CC(C3)C2C1=O)Nc1ccc2nccnc2c1 (stereo not given)	-2	-35
O=C(NCCN1CCCC1)C1CC(=O)N(C2CCCCC2)C1 (stereo not given)	0	0
CCS(=O)(=O)N1CCC(C(=O)NCCc2ccccc2)CC1	6	12
COCC(C)NC(=O)c1cc(-c2cccc(OC)c2)on1 (stereo not given)	-2	3
CC1CCCN(C(C(=O)NC2CCCCC2)c2cc3c(cc2[N+](=O)[O-])OCO3)C1 (stereo not given)	0	3
COc1cc(OC)c(C(=O)Nc2ccc(N(C)C)cc2)cc1OC	2	8
CCN(Cc1cc2cc(OC)ccc2[nH]c1=O)C(=O)Cc1ccc(OC)cc1	0	-51
CCOC(=O)Cn1nc(-c2ccc(Cl)cc2)cc1N	1	1
Cn1c(=O)oc2cc(S(=O)(=O)NCCCN3CCCC3=O)ccc21	-4	-9
CC(C)c1nc(N2CCN(C(=O)c3ccco3)CC2)c2c3c(sc2n1)CCCC3	16	37
CCn1cc(C(=O)N(CCCN2CCOCC2)Cc2ccco2)c(=O)c2ccc(C)nc21	-6	-12
CCC(C)(C(=O)NC1CCCC1)N(Cc1cccs1)C(=O)Cc1cccs1 (stereo not given)	-2	2
CCOC(=O)c1ccc(NC(=O)CSc2nnc(CNC(=O)c3ccccc3F)o2)cc1	2	8
CN1CCN(CC(=O)N2c3ccccc3C(=O)Nc3cccnc32)CC1	0	17
O=S(=O)(NCc1cn2ccsc2n1)c1ccc2c(c1)OCCO2	-1	-14

# Reprinted from the part before: 3 entries, followed by the next part.
SMILES	QS inhibitor	QS inhibitor GFP MFI %
CCOC(=O)c1ccc(NC(=O)CSc2nnc(CNC(=O)c3ccccc3F)o2)cc1	2	8
CN1CCN(CC(=O)N2c3ccccc3C(=O)Nc3cccnc32)CC1	0	17
O=S(=O)(NCc1cn2ccsc2n1)c1ccc2c(c1)OCCO2	-1	-14
COc1ccc(N2CCN(C(=O)c3cn(C4CCCC4)c(=O)c4c3c3ccccc3n4C)CC2)cc1	-1	1
Cc1cc(C(=O)CSc2nnc(-c3ccccc3)n2C)c(C)n1C	-3	-3
O=C(NCCC1=CCCCC1)C1CCN(S(=O)(=O)c2cccc3cccnc23)CC1	-1	9
Cc1nn(-c2ccccc2)c(Cl)c1C1C(C#N)=C(N)OC2=C1C(=O)CC(C)(C)C2 (stereo not given)	-1	-6
N#CCCn1ccc(NC(=O)c2ccc(Cl)cc2)n1	-2	-9
Cn1c2ccccc2c2c(C(=O)N3CCN(c4ccccn4)CC3)cn(C3CCCC3)c(=O)c21	-1	11
COc1ccc(-c2cc3ccccc3n2CC(O)CN2CCN(CCO)CC2)cc1 (stereo not given)	1	2
COc1cccc(-c2nc(CS(=O)(=O)CC(=O)NCc3ccc(Cl)cc3)c(C)o2)c1	13	27
CC(=O)N1CCCc2cc(S(=O)(=O)N3CCN(C4CCCCC4)CC3)ccc21	3	7
CCOC(=O)N1CCN(C(=O)CN(c2cccc(C(F)(F)F)c2)S(=O)(=O)c2ccccc2)CC1	-1	-41
CC(C)OC(=O)CN1CCN(S(=O)(=O)c2cc(Cl)ccc2Cl)CC1	40	54
CCOC(=O)c1c(C)c(C(=O)NCc2ccco2)c(C)n1Cc1ccccc1	-2	-3
OC(Cn1cccn1)c1ccccc1 (stereo not given)	7	48
CCCCN(CCCNC(=O)c1c(C)cc(=O)oc1C)c1ccccc1	3	3
O=C(NC1(C(=O)NC2CCCCC2)CCCCC1)c1ccc2c(c1)OCO2	-1	0
CN(C)c1nc(OCCOC(=O)Nc2ccc(Cl)cc2Cl)nc(N(C)C)n1	1	10
Cc1nnc(SCC(=O)NC(C)(C)C)n1CCc1ccccc1	-1	3
CCN1CCCC1CNC(=O)CCc1nc(-c2ccc(C)cc2)no1 (stereo not given)	-2	-14
O=C(CN1CCN(CCC(=O)Nc2ccccc2F)CC1)Nc1ccc(F)cc1	-6	-35
COc1cc(OC)cc(C(=O)N2CCN(C(=O)c3ccc(OC)c(OC)c3)CC2)c1	0	0
COc1ccc(N2C(=O)C(CC(=O)Nc3ccccc3)N(Cc3ccc4c(c3)OCO4)C2=O)cc1 (stereo not given)	4	11
COc1ccc(-n2cc(-c3ccccc3)c3c(N4CCN(CCO)CC4)ncnc32)cc1	1	2
CCC(=O)Nc1ccc(NC(=O)CSc2nnnn2C(C)C)cc1	0	0
COc1ccccc1-c1nnc(SCC(=O)NC2CCCCC2)o1	8	21
Cc1ccccc1CNc1nc(N)n(-c2ccccc2)n1	-2	-10
Cc1cccc(CCNC(=O)C2CCCN(S(=O)(=O)c3cccc4nsnc34)C2)c1 (stereo not given)	10	18
CCN1CCN(CCCNC(=O)c2csc3c2CCCCC3)CC1	2	6
Cc1cccn2c(=O)c3cc(C(=O)NCc4ccco4)c(=N)n(CCOCCO)c3nc12	0	-2
CC12CN3CC(C)(CN(C1)C3c1ccc(Cl)cc1Cl)C2=O (stereo not given)	3	-10
COc1ccc(-n2c(COc3cccc(C)c3)nnc2SCC(=O)NCc2ccco2)cc1	3	-12

# (next part)
SMILES	QS inhibitor	QS inhibitor GFP MFI %
COC(=O)C1=C(C)N(c2ccc(C(=O)OC)cc2)C(=O)C1	-1	-5
CCN(C(=O)COc1cc(=O)n(CC)c2ccccc12)c1cccc(Cl)c1	6	19
CCN(CC)CCCNC1CCS(=O)(=O)C1 (stereo not given)	-2	1
CCc1c(C(=O)Nc2cc(C)ccc2OC)[nH]c(C)c1C(C)=O	2	35
CCCN(CCC)CCNC(=O)CS(=O)Cc1nc(-c2ccc(C)cc2)oc1C (stereo not given)	3	2
O=c1c2ccccc2nc2n1CCCCC2	0	-23
COC(=O)C(C)Oc1ccc2c3c(c(=O)oc2c1)CCCCC3 (stereo not given)	0	4
COC(=O)c1cc(OC)c(OC)cc1NC(=O)c1ccc(Br)o1	0	4
CCCc1[nH]nc2c1C(c1ccc(Br)s1)C(C#N)=C(N)O2 (stereo not given)	-4	-6
CS(=O)(=O)N1CCCC(C(=O)N2CCOCC2)C1 (stereo not given)	1	-2
COc1ccc(C(=O)CN2C3=NCCCN3c3ccccc32)cc1OC	0	2
O=C(NCc1ccco1)c1ccc2c(=O)n(CC3CCCO3)c(=S)[nH]c2c1 (stereo not given)	0	-12
Cc1nc2ccccc2c(=O)n1NC(=O)Nc1ccccc1	0	16
Cc1ccc(N(CC(=O)N2CCN(c3ccc(F)cc3)CC2)S(=O)(=O)c2c(C)nn(C)c2C)cc1	-3	-12
O=C(NCc1cccs1)C1CCN(S(=O)(=O)c2ccc(Br)s2)CC1	-2	-25
Cc1ccc2c(c1)N(C(=O)CCC(=O)N1CCc3ccccc3C1)CCO2	3	19
CCOC(=O)N1CCC(N2Cc3cccc(C(=O)Nc4cc(F)ccc4F)c3C2=O)CC1	2	-15
Cc1ccc(N(CC(=O)Nc2ccc(C)cn2)S(=O)(=O)c2c(C)nn(C)c2C)cc1	0	-4
CCN(CC)S(=O)(=O)c1ccc2oc(C(=O)Nc3ccc(OC)cc3OC)c(C)c2c1	2	11
CCOC(=O)Nc1ccc(S(=O)(=O)N2CCOCC2)cc1	-4	-20
COC(=O)C1=C(C(=O)c2ccccc2)C(c2ccc(OC)c(OC)c2)Nc2nnnn21 (stereo not given)	-2	8
CCOC(=O)N1CCN(C(=O)CN(C)S(=O)(=O)c2ccc(OC)c(OC)c2)CC1	0	10
CCOc1ccc(N(CC)S(=O)(=O)c2ccc3c(c2)oc(=O)n3C)cc1	0	19
O=C(NC1CCCc2ccccc21)C1CCN(S(=O)(=O)c2cccc3nonc23)CC1 (stereo not given)	3	5
CC(C)CC(=O)N(c1ccc(F)cc1)C1C=CS(=O)(=O)C1 (stereo not given)	-2	-12
CCCC(=O)Nc1nnc(CC(=O)N2CCCC2)s1	-6	-13
Cc1ccccc1N=C1SC(CC(=O)Nc2ccc3ccccc3c2)C(=O)N1Cc1ccccn1 (stereo not given)	0	2
COc1cc(C2=NOC(C(=O)N3CCCc4ccccc43)C2)cc(OC)c1OC (stereo not given)	0	0
Cc1cc(NC(=O)CCC(=O)N(CCc2ccccc2)C(C(=O)NC2CCCC2)c2ccco2)no1 (stereo not given)	3	15
CC(Oc1ccccc1)C(=O)N1CCCc2ccccc21 (stereo not given)	0	2
Cn1c2ccccc2c2c(C(=O)N3CCN(c4ccc(F)cc4)CC3)cn(C3CCCC3)c(=O)c21	5	11
